CBFb RUNX1 block = CBF-beta/RUNX1 interaction disruption; 230,000 tested, under 10 active; AlphaScreen CBFb-His/RUNX1-biotin binding, biochemical; Q01196+Q13951; Potency, µM (doses to about 59.8 µM), without a hit: at the highest dose activity, negative = inhibition, usual class: inhibitors; also: % of control where 0% means no effect
Target sequence (Q01196 whole entry, looked up): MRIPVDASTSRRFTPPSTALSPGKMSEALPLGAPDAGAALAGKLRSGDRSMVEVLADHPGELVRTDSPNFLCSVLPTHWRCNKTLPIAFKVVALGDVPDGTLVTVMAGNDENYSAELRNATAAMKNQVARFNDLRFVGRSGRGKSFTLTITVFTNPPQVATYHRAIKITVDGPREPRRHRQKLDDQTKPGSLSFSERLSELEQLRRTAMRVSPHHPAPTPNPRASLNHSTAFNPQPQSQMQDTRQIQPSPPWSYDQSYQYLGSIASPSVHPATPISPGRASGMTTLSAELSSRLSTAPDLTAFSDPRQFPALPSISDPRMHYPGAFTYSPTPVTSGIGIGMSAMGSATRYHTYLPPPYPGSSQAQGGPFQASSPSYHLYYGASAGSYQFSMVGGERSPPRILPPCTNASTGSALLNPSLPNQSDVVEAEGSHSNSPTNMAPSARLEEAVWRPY
Target sequence (Q13951 whole entry, looked up): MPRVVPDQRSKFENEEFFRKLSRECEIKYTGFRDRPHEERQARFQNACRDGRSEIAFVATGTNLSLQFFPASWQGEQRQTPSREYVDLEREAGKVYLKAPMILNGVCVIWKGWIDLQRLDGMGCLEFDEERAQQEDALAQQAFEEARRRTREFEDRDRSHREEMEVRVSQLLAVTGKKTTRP
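Bead-based AlphaScreen assay; binding partners His-tagged CBF-beta and biotinylated RUNX1 at 30 nM each. Compound exposure 15 min after a 20-min protein preincubation; bead step 90 min; all steps at room temperature.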
Tau FP inhib = blocks human tau fibril formation measured by polarization. P10636. 280,000 compounds, 0.39% hits. Potency, µM (doses to about 57.7 µM), without a hit: at the highest dose activity, negative = inhibition, most hits filed as inhibitors. K18 P301L tau heparin fibrillization, Alexa594 FP, 6 h; also: potency is read from the fitted curve at half-maximal effect; % is scaled to controls: 0 for no effect and ±100 for the full control effect; nearly all actives have a fitted effect of over 55% in size
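Recombinant K18 P301L […], labeled with Alexa 594 at 0.24 uM over 15 uM unlabeled; heparin inducer 20 uM final; 37 C, 6 hr; FP endpoint.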
Tau fluor counter = counter-screen for tau fibril formation inhibitors. tau K18 P301L (four-repeat tau fragment) Alexa594 fluorescence, heparin fibrillization. Potency, µM (highest dose often 57.7 µM), for inactives: top-dose activity change, negative = decrease. 280,000 compounds, 0.93% hits. AID 1463; also: potency is read from the fitted curve at half-maximal effect; % is scaled to controls: 0 for no effect and ±100 for the full control effect; nearly all actives have a fitted effect of over 55% in size
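Human K18 P301L tau (15 uM unlabeled plus 0.24 uM Alexa 594-labeled, final) in 100 mM sodium acetate pH 7 was mixed with compound and 20 uM heparin and incubated 6 hr at 37 C.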
GLA spleen mod = inhibits or activates alpha-galactosidase in human spleen homogenate | P06280 | human spleen homogenate, 4MU-alpha-Gal fluorescence, 40 min | Potency, µM (top dose mostly 80 µM), inactives show at the highest dose activity change, negative = inhibition, most hits filed as inhibitors | 240,000 compounds, 0.008% hits;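 also: potency is read from the fitted curve at half-maximal effect; 0% = enzyme with vehicle and -100% = no enzyme basal signal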
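Human spleen homogenate (1 ug) was the enzyme source, with 4-methylumbelliferyl-alpha-D-galactopyranoside (1 mM final) in pH 5.0 citrate buffer with 0.01% Tween-20. Compounds were titrated; after 40 min at 37C, NaOH/glycine stop, 4-MU fluorescence read; AC50 from Hill fits.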
TRb-SRC2 inh = disrupts binding of human TR beta to SRC2; TRbeta-SRC2 peptide binding, fluorescence polarization; receptor liganded with 1 µM T3; Potency, µM (top dose mostly 106 µM), without a hit: at the top dose activity change, negative = inhibition, usual class: inhibitors; 280,000 compounds, 0.065% hits;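 also: potency is read from the fitted curve at half-maximal effect; plate controls were bound peptide for no effect and peptide without receptor for full effect; nearly all actives have a fitted effect of over 50% in size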
Target sequence (P10828 whole entry, looked up): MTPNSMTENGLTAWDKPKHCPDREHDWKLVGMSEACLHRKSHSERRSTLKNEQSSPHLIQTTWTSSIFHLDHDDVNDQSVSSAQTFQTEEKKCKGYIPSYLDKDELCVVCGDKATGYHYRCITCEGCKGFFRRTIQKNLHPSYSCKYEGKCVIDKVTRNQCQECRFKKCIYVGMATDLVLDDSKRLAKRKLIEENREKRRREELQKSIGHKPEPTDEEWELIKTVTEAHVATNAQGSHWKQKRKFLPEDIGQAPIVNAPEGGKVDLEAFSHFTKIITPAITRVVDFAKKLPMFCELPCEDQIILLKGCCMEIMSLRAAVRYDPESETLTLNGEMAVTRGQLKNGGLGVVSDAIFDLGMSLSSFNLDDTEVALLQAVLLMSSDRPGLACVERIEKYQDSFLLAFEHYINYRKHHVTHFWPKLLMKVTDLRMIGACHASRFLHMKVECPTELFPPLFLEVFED
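A fluorescence polarization screen tested compounds at multiple concentrations against complex formation between 0.6 uM TRb ligand-binding domain and 20 nM Texas Red SRC2 peptide, with 1 uM T3 present; readout after 5 hr.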
NPSR antag = blocks cAMP signaling of the human neuropeptide S receptor; Potency, µM (doses to about 38.3 µM), for inactives: at the top dose activity change, negative = inhibition, most hits filed as inhibitors; Q6W5P4; 220,000 compounds, 1% hits; AID 1461; CHO-NPSR cells, cAMP TR-FRET, antagonist mode; also: potency is read from the fitted curve at half-maximal effect; % is scaled to controls: 0 for no effect and ±100 for the full control effect; nearly all actives have a fitted effect of over 50% in size; many of its hits are not listed in these tables
Epigenetic derep = epigenetic control regulation, reporter derepression; murine LDR cells, GFP reporter derepression, 30 h; Potency, µM (series often up to 53.9 µM), without a hit: top-dose GFP activation, hits mostly activators; 280,000 compounds, 0.2% hits; also: potency is read from the fitted curve at half-maximal effect; % of control where 0% means no effect; nearly all actives have a fitted effect of over 60% in size
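Murine LDR cells carrying a silenced, genomically integrated CMV-driven GFP reporter were exposed to compound for 30 hours at 37 C. After PBS washes, GFP-positive cells (20–120 um objects) were counted by laser-scanning microplate cytometry.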
TexasRed fluor = counter-screen for TRb-SRC2 inhibitors: fluorescence interference; TRb/SRC2 Texas Red total fluorescence interference; Potency, µM (top dose mostly 106 µM), for the others: at the top dose fluorescence change, negative = quenching; 280,000 compounds, 0.29% hits; AID 1479; active = well fitted curve in either direction with a large enough effect; inconclusive = small, poorly fitted or top-dose-only effect; also: potency is read from the fitted curve at half-maximal effect; % is scaled to controls: 0 for no effect and ±100 for the full control effect
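Human TRβ ligand-binding domain (0.6 uM) and Texas Red SRC2 peptide (20 nM) in Tris buffer with 1 uM T3 and 5% DMSO were incubated with pinned compound for 5 hr at ambient temperature. Total fluorescence was computed as S + 2P (555/632 nm).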
Starred values were filed as active, the others as inactive; ? = inconclusive; nt = no result given; [ ] = another dose, or the depositor's remark. Unless noted, calls follow the shape of the dose curve; as a rule, active = well fitted curve in the direction sought with a large enough effect; inconclusive = small, poorly fitted or top-dose-only effect, or another doubt; inactive = no such curve, though single readings can be large; an effect the other way counts as inactive or inconclusive. A portion of the library. The share of hits here may be higher or lower than overall.

SMILES | CBFb RUNX1 block | Tau FP inhib | Tau fluor counter | GLA spleen mod | TRb-SRC2 inh | NPSR antag | Epigenetic derep | TexasRed fluor
CSc1ccc(CNC(=O)CN2C(=O)C3CCCCN3c3ccc(C(=O)N4CCCC4)cc32)cc1 (stereo not given) | nt | -3% | -11% | nt | 11% | nt | -0.6% | 0%
C=CCOC(=O)C(C#N)c1nc2ccccc2nc1N1CCN(c2ccccc2OCC)CC1 (stereo not given) | -30% | 7% | -22% | -11% | 6% | -33% | 1.1% | -5%
Cc1cc(C)nc(SCC(=O)NN=C2CCCC2)n1 | 0% | 1% | -5% | -7% | 6% | 5% | -0.3% | -1%
C=CCn1c(SCC(=O)NCCCC)nc2scc(-c3ccco3)c2c1=O | -4% | -12% | -11% | 4% | 4% | -12%[46.1 µM] | 3.5% | -8%
CCn1cc(C2=NOC(C(=O)Nc3ccccc3C(=O)OC)C2)c(C)n1 (stereo not given) | 2% | -12% | -7% | 1% | -13% | 0%[46.1 µM] | 0.0% | 3%
Cc1c(C(=O)c2cccc(F)c2)c2ccccn2c1CCC#N | -13% | 2% | -16% | -9% | -5% | -9% | -2.2% | -6%
O=C(/C=C/c1cccc(Cl)c1)NCc1cccs1 | 11% | 1% | -5% | 10% | 3% | -5%[46.1 µM] | -0.4% | -6%
CCOc1cc(NC(=S)NCC2CCCO2)c(OCC)cc1NC(=O)c1cccc(F)c1 (stereo not given) | 10% | 2% | 0% | 13% | -6% | -38% | 0.0% | -3%
CCOC(=O)c1c(C)n(C)c2ccc(OCCN(C)C)cc12 | -13% | -3% | -12% | 7% | 4% | 0%[46.1 µM] | -0.1% | 0%
C=Cc1ccc(Cn2c(=O)n(-c3cccc(C)c3)c(=O)c3c2c2cc(C)ccc2n3C)cc1 | nt | -7% | -6% | nt | -3% | nt | -1.4% | -1%
CCOC(=O)N1CCC(NC(=O)C2CCCN(Cc3nc(-c4cccc(Cl)c4)oc3C)C2)CC1 (stereo not given) | 0% | 8% | -1% | 6% | -13% | -8%[46.1 µM] | 0.0% | -2%
Cn1cc(C(=O)NCN2CCCCC2)c2ccccc21 | 0% | 4% | -8% | 9% | 3% | -9%[46.1 µM] | -1.0% | 2%

Rewritten field by field: entries from further up
structure: Cc1c(C(=O)c2cccc(F)c2)c2ccccn2c1CCC#N
  CBFb RUNX1 block: -13% | Tau FP inhib: 2% | Tau fluor counter: -16% | GLA spleen mod: -9% | TRb-SRC2 inh: -5% | NPSR antag: -9% | Epigenetic derep: -2.2% | TexasRed fluor: -6%
structure: O=C(/C=C/c1cccc(Cl)c1)NCc1cccs1
  CBFb RUNX1 block: 11% | Tau FP inhib: 1% | Tau fluor counter: -5% | GLA spleen mod: 10% | TRb-SRC2 inh: 3% | NPSR antag: -5%[46.1 µM] | Epigenetic derep: -0.4% | TexasRed fluor: -6%

New compounds follow.
SMILES | CBFb RUNX1 block | Tau FP inhib | Tau fluor counter | GLA spleen mod | TRb-SRC2 inh | NPSR antag | Epigenetic derep | TexasRed fluor
CCCC[C@@H]1CNC(=O)C(=O)N1CC(C)(C)C | -6% | 6% | 2% | 1% | -3% | 6% | -3.4% | 0%
CCOC(=O)c1c(C)[nH]c(C)c1C(=O)COC(=O)/C=C/c1cccc(Cl)c1 | -3% | ? | ? | -3% | 3% | 2% | -0.4% | 0%
NNC(=O)c1cccc(COCC(F)(F)C(F)F)c1 | 8% | -2% | -9% | 5% | -17% | -18% | 0.7% | -1%
Cc1ccc(-n2nc(CO)c(C(=O)NCCCc3ccccc3)n2)cc1 | nt | 5% | -8% | nt | -2% | nt | 4.6% | 0%
O=C(O)CN1C(=O)c2ccc(Oc3ccc4c(c3)C(=O)N(CC(=O)O)C4=O)cc2C1=O | 13% | -4% | -6% | 0% | 0% | 13% | -3.9% | -4%
CCCN1CCN(c2ccc([N+](=O)[O-])cc2C#N)CC1 | 0% | -2% | -6% | 3% | -2% | -4% | -3.5% | -1%
CCOC(=O)c1c(-c2ccc(C)cc2)csc1NC(=O)c1cc(=O)c2cc(Cl)ccc2o1 | nt | -7% | -22% | nt | 3% | nt | 0.0% | 10%
COc1ccc(NC(=O)c2c(NCc3ccc(N(C)C)cc3)sc3c2CCC3)cc1 | nt | -13% | ? | nt | 3% | nt | -1.1% | -1%
COc1cc(CN2CCNC(=O)C2CC(=O)O)cc(OC)c1 (stereo not given) | -1% | 5% | -7% | 4% | -3% | -13% | 2.1% | -1%
CCOC(=O)c1cnc2ccc(Cl)cc2c1N1CCN(C)CC1 | 9% | 5% | 3% | -11% | -1% | 1%[46.1 µM] | 0.0% | 0%
O=C(O)CCC(=O)Nc1nc2ccc([N+](=O)[O-])cc2s1 | 4% | -3% | -6% | -2% | 2% | 36% | 2.3% | -4%
Cc1csc(NC(=O)CSc2nc3ccccc3c(=O)[nH]2)n1 | 1% | -1% | 0% | -6% | -1% | -9%[46.1 µM] | 0.0% | -3%
COc1ccc(-c2nc3sc(CCNC(=O)C(=O)Nc4ccc(C)c(C)c4)c(C)n3n2)cc1 | nt | -11% | -3% | nt | -6% | nt | 1.0% | -2%
CCCc1cnc2c(c1SCC(=O)NCc1ccc(C)cc1)c(=O)n(C)c(=O)n2C | nt | -1% | -12% | nt | -11% | nt | 3.5% | -1%
c1ccc2c(CN3CCOCC3)c3ccccc3c(CN3CCOCC3)c2c1 | 4% | 5% | -2% | 8% | -7% | -7%[46.1 µM] | -1.9% | 2%
O=C(CCCCCn1c(=S)[nH]c2ccc(N3CCOCC3)cc2c1=O)NCc1cccc(Cl)c1 | 3% | 11% | ? | -2% | -4% | -42% | 2.4% | -2%
O=C(CN1CCOCC1)NCCNC(=O)CN1CCOCC1 | 10% | 5% | 4% | -4% | -10% | -7%[46.1 µM] | 1.1% | 0%
CC(C)(C)c1ccc(OCC(=O)N/N=C/c2ccc(N3CCOCC3)cc2)cc1 | 10% | 0% | ? | 1% | 4% | -28% | 1.1% | -4%
Cc1nc2ccn(Cc3ccco3)c(=O)c2cc1C(=O)N1CCN(c2ccccc2)CC1 | nt | 2% | 2% | nt | 5% | nt | 1.5% | -3%
Cc1cc(C(=O)Cn2cc(C(F)(F)F)ccc2=O)c(C)n1-c1ccccc1 | 3% | ? | 3% | 12% | -1% | -22% | 0.0% | -10%
COc1cc(C(=O)Nc2ccc3c(c2)OCCO3)ccc1-n1cnnn1 | -4% | -1% | -5% | 0% | -7% | -1%[46.1 µM] | -1.0% | -3%
COc1cccc(N2CCN(C(=O)C(CCSC)NS(=O)(=O)c3ccc4c(c3)oc(=O)n4C)CC2)c1 (stereo not given) | nt | 2% | -4% | nt | -11% | nt | 1.1% | 0%
O=C(O)CC1NC(=O)N(c2ccc(Cl)cc2)C1=O (stereo not given) | 6% | 8% | -5% | 4% | -1% | -9%[46.1 µM] | -1.0% | -5%
CCOc1ccccc1NC(=O)C1CCN(S(=O)(=O)c2ccc3c(c2)CCCN3C(C)=O)CC1 | nt | -12% | -13% | nt | 2% | nt | 2.2% | 0%
Cc1cccn2c(=O)c(/C=C(\C#N)S(=O)(=O)c3ccccc3)c(N3CCN(C)CC3)nc12 | 0% | -4% | -14% | 12% | -8% | 8%[7.67 µM] | -1.2% | -2%
Cc1cc(OCC(=O)NCC2(N3CCN(C)CC3)CCCCC2)cc(C)c1Cl | nt | 5% | -6% | nt | 0% | nt | -3.2% | 1%
Cc1cc2c(cc1C)C(c1cccc(OC(C)C)c1)CC(=O)N2 (stereo not given) | nt | 7% | -7% | nt | 0% | nt | -0.7% | -1%
CN1C(=O)C(O)(C2OC(C)(C)CCC2=O)c2ccccc21 (stereo not given) | -4% | -9% | -13% | 7% | -2% | -4%[46.1 µM] | -1.0% | 1%
CCOc1ccc(NC(=O)COc2ccc(OC)cc2)cc1 | 0% | 6% | -8% | -4% | -2% | 7% | -0.1% | -1%
O=C(Nc1ccc(Br)cc1)c1ccc(CSC2=NCCS2)cc1 | -1% | -12% | -8% | -12% | 6% | -11%[46.1 µM] | -2.9% | -4%
O=C(Nc1cccnc1)c1ccc(S(=O)(=O)c2ccc(Cl)cc2)cc1 | -8% | ? | -25% | -9% | -10% | 2% | -1.1% | 0%
CC(C)c1ccc(NC(=O)CSc2nc3c(c(=O)[nH]2)CCC3)cc1 | 9% | -17% | -5% | -1% | -8% | -13%[46.1 µM] | -3.5% | -3%
CSc1ccc(C(=O)c2[nH]c(=O)[nH]c2C)cc1 | 4% | -1% | -4% | 16% | -4% | ? | 0.0% | 0%
CSc1c(CC(=O)Nc2ccccc2Cl)n(Cc2ccccc2)c2ccccc12 | -1% | 11% | -15% | 0% | -4% | ? | 7.0% | -1%
COc1ccccc1N1CCN(C(=O)CCS(=O)(=O)c2cc(Br)cc3c2N(C(=O)C2CC2)CC3)CC1 | nt | -5% | -10% | nt | 5% | nt | 2.4% | -2%
COCCn1c(SCC(=O)N2CCc3ccccc32)nc2c(c1=O)SC(C)C2 (stereo not given) | -3% | -1% | -6% | 4% | 5% | -28% | 0.0% | 0%
Cc1cccc(C(=O)N2CCc3cc(CNC(=O)CSc4ccccc4)ccc32)c1 | nt | 4% | -6% | nt | -2% | nt | -2.6% | -9%
CC[N+]1(CC)CC2=Cc3ccccc3CC2C1 (stereo not given) | -7% | 3% | -8% | 16% | 3% | 25% | -5.5% | -1%
OCc1nc2nc(Cl)c(Cl)nc2[nH]1 | 0% | -7% | -13% | 0% | 7% | -13% | -0.8% | 0%
COC(=O)CSc1nnnn1-c1ccccc1 | 21% | 1% | -2% | 5% | 6% | -8%[46.1 µM] | -1.6% | 1%
Cc1cc(C)nc(Nc2n[nH]c(COc3ccc4ccccc4c3)n2)n1 | -1% | ? | 1% | -3% | -7% | -5%[46.1 µM] | -2.3% | 0%
O=c1c(Cc2ccccc2)c(O)c2cccc3c4c(n1c23)CCCC4 | 12% | -1% | ? | 4% | -5% | -12% | 2.6% | 1%
C1CN(c2nc(N3CCOCC3)nc(N3CCOCC3)n2)CCO1 | 0% | -3% | 3% | 7% | 2% | -9% | -2.1% | 1%
Brc1ccccc1-n1ncc2c1ncn1nc(Cc3ccccc3)nc21 | nt | -8% | -18% | nt | -4% | nt | 3.7% | -5%

Screening data: PubChem, National Center for Advancing Translational Sciences (NCATS)
